# Bioassay records as filed in PubChem BioAssay.
# MazEF act: activators of E. coli MazEF toxin-antitoxin RNase; FAM/BHQ RNA-DNA oligo cleavage fluorescence, 5 h; activation, % at 20 µM; actives 0.32% (n = 350,000); in the data active means activation above about 50%
# Target sequence (P0AE70 whole entry, looked up): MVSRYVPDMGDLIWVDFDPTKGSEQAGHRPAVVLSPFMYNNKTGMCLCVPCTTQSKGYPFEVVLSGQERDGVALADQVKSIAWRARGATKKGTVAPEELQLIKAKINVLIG
# SSB-PriA inh: blocks PriA binding to SSB C-terminal tail; AlphaScreen SSBct-PriA binding, biotinylated peptide; inhibition, % at 33 µM; actives 0.6% (n = 430,000); in the data active means inhibition mostly above about 37%, no sharp cut-off; inactive means mostly below about 20%;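 further: plate controls were negative control peptide for no effect and reference peptide for full effect; strong numbers were not always called active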
# Rv3671c protease: inhibits the M. tuberculosis serine protease Rv3671c; P9WHR9; inhibition, % at 5.96 µM; actives 0.048% (n = 320,000); AID 2606; in the data active means inhibition above about 38%;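 further: extracellular domain of Rv3671c used as enzyme; 0% = enzyme with DMSO and 100% = no enzyme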
# CCHFV vOTU inh: blocks the CCHF virus ovarian tumor domain protease. CCHFV vOTU protease, Pep-AMC fluorescence. inhibition, % at 11.5 µM. actives 0.55% (n = 370,000). AID 651958; in the data active means inhibition above about 30%; further: 0% = vehicle wells with enzyme and 100% = no enzyme wells
# SARS 3CLpro inh: SARS-CoV 3CLpro protease inhibition | P0C6X7 | recombinant SARS-CoV 3CLpro, quenched FRET peptide cleavage | inhibition, % at 6 µM | actives 0.14% (n = 290,000); in the data active means inhibition above about 12%
# BoNT F protease: inhibitors of Botulinum neurotoxin F light chain protease | Multiplex microsphere protease cleavage assay, flow cytometry | inhibition, % at 10 µM | actives 0.22% (n = 360,000) | AID 588497; in the data active means inhibition above about 35%, passing the limit was not always enough; inconclusive means no clear call, values can overlap the other calls; further: plate controls were buffer without enzyme for full effect and enzyme alone for no effect
# VHR inh abs: DUSP3 (human) phosphatase inhibition; AID 1654; recombinant VHR phosphatase, pNPP absorbance; P51452; actives 0.52% (n = 290,000); inhibition, % at 13.3 µM; in the data active means inhibition above about 50%; further: some compounds called inactive have numbers as strong as hits
# Target sequence (P51452 whole entry, looked up): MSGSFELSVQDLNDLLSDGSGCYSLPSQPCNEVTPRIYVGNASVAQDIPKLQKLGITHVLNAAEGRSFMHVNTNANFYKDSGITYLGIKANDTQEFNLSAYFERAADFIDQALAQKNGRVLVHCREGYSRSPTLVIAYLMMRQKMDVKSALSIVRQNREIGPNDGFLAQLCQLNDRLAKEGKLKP
# PrPC surface inh: cell surface PrPC inhibition, primary TR-FRET screen; AID 720596; inhibition, % at 13.8 µM; TR-FRET read-out; P04156; actives 0.43% (n = 370,000); in the data active means inhibition above about 24%; further: 0% = median of the test wells and 100% = reference compound wells
# Anthrax LF inh2: blocks Bacillus anthracis lethal factor protease | P15917 | multiplex microsphere protease cleavage assay, LF | inhibition, % at 10 µM | actives 0.12% (n = 360,000); further: plate controls were buffer without enzyme for full effect and enzyme alone for no effect
# Target sequence (P15917 whole entry, looked up): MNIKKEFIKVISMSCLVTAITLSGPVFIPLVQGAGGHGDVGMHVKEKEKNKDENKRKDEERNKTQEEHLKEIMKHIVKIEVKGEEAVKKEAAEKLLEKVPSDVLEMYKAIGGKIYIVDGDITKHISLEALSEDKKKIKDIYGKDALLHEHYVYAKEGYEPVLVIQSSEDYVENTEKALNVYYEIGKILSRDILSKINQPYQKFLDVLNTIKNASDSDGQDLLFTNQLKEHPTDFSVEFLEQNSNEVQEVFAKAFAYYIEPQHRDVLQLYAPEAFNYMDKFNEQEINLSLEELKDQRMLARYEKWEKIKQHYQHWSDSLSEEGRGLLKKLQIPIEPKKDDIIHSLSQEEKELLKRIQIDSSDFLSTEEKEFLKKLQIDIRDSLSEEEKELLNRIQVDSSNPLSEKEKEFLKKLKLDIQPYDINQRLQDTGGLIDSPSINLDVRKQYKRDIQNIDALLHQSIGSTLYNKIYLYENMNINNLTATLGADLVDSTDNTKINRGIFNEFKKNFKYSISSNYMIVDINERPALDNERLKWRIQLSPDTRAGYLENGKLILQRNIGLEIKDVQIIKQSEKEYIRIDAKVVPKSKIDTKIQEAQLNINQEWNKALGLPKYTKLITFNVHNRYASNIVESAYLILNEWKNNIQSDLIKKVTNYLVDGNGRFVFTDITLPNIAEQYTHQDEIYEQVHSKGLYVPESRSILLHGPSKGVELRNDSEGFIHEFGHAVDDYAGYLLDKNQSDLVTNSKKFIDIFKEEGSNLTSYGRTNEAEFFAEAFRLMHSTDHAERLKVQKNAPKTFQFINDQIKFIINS
# BoNT A protease: BoNT A light chain protease inhibition | multiplex microsphere protease substrate cleavage, flow cytometry | inhibition, % at 10 µM | actives 0.17% (n = 360,000); further: plate controls were buffer without enzyme for full effect and enzyme alone for no effect
# Starred values were filed as active, the others as inactive; ? = inconclusive; . = not tested or not shown; & = joins results of further samples. Unless noted, no stated cut-off is given here; in the data, active means inhibition above about 30%; inconclusive means no clear call, values can overlap the other calls; inactive means below that. An excerpt (hit frequency here may not be typical).
SMILES	MazEF act	SSB-PriA inh	Rv3671c protease	CCHFV vOTU inh	SARS 3CLpro inh	BoNT F protease	VHR inh abs	PrPC surface inh	Anthrax LF inh2	BoNT A protease
O=C(COC(=O)c1ccco1)Nc1ccc2c(c1)OCCO2	-4	15	-1	-1	1	-2	1	-2	1	0.5
CC(C)Oc1ccc(/C=C(\NC(=O)/C=C/c2ccco2)C(=O)NCCc2nc3ccccc3[nH]2)cc1	-3	1	-7	15	-1	-5	12	-6	0	0.8
CCc1ccc(C(=O)NNC(=O)c2cccc(S(=O)(=O)N3CCN(C)CC3)c2)cc1	-1	-8	.	-1	.	6	.	3	-2	-7.6
Cc1cc(NC(=O)CSc2nnc(Cc3ccccc3)n2C)no1	0	2	-1	0	3	-5	22	2	0	0.1
O=C(NC(NC(=S)Nc1cccc(C(=O)O)c1)C(Cl)(Cl)Cl)OCc1ccccc1 (centres undefined)	3	5	-1	9	10	9	-3	1	-2	1.1
COc1cc(NC(=S)NCCCN2CCOCC2)c(OC)cc1NC(=O)c1ccco1	14	-5	2	7	-1	16	0	-5	2	1.6
O=C(NCCOc1ccccc1F)C1CC(=O)N(c2ccc3c(c2)OCCO3)C1 (centres undefined)	7	15	-1	1	.	2	.	0	-7	-0.2
CC(C)(C)n1nc2c(c1NC(=O)C1CC(=O)N(c3ccc(Cl)cc3)C1)CS(=O)(=O)C2 (centres undefined)	-5	-3&-7	0	5	-1	5	-3	3	1	1.0
CC(=O)Oc1ccc(C2(C)CC(C)(C)NC(=S)N2C)c(OC(C)=O)c1 (centres undefined)	-10	-4	-4	-3	1	-2	-2	-1	-2	0.2
CCN(CC)S(=O)(=O)c1ccc(-n2cnc3cc(C)c(C)cc32)nc1	8	-14	-5	3	0	-22	31	-1	-1	-1.7

# Continued.
SMILES	MazEF act	SSB-PriA inh	Rv3671c protease	CCHFV vOTU inh	SARS 3CLpro inh	BoNT F protease	VHR inh abs	PrPC surface inh	Anthrax LF inh2	BoNT A protease
O=C(Nc1ccc([N+](=O)[O-])cc1)c1cccc([N+](=O)[O-])c1	3	.	.	-6	.	-8	.	-8	0	-0.2
COc1cccc(Nc2nnc(SCc3nc4ccccc4s3)s2)c1	-4	-11	-12	10	7	-3	4	-3	0	3.1
Cc1cccn2cc(CCNS(=O)(=O)c3ccc4c(c3)OCCO4)nc12	11	1	-4	-7	-3	-2	-2	4	-9	-0.4
COc1ccc(CCNC(=O)CC(Cc2ccccc2)C(=O)O)cc1OC (centres undefined)	5	-5	0	-9	-3	13	31	-2	10	1.6
CCOC(=O)c1[nH]c(C)c(C(=O)OCC(=O)N2CCCCC2C)c1C (centres undefined)	-7	-9	7	24	-1	-6	24	-3	2	1.1
CCSc1nnc(-c2sc3nnc(-c4ccccc4)c(-c4ccccc4)c3c2N)o1	-128	-16	6	16	2	52*	37	-13	56*	80*
Cc1ccc(COC(=O)c2cccc(S(=O)(=O)N3CCCCCC3)c2)cc1	10	-48	1	9	.	-6	.	0	-2	-2.8
CN(CC(=O)NC1CCCC1)S(=O)(=O)c1cccc(Cl)c1	12	-6	4	-5	.	-6	.	8	-2	-0.3
CC(C)C(=O)NCCc1nc2ccccc2n1CCCOc1ccc(Cl)cc1	-5	-5	-1	2	0	-1	23	-2	-6	-1.5
COC(=O)C(NC(C)=O)(Nc1cc(C)ccn1)C(F)(F)F (centres undefined)	-3	-2	1	-8	1	?	-5	1	-6	-3.4

# Later entries.
SMILES	MazEF act	SSB-PriA inh	Rv3671c protease	CCHFV vOTU inh	SARS 3CLpro inh	BoNT F protease	VHR inh abs	PrPC surface inh	Anthrax LF inh2	BoNT A protease
CCCN[C@@H]1C(=O)N2C(C(=O)OCCC)=C(C)CS[C@H]12	-15	-3	-3	5	-4	-9	5	5	-1	-1.2
Cc1c(C(=O)O)c(-c2ccccc2)nn1-c1ccccc1	4	-7	-3	-6	2	6	6	-4	0	0.5
COc1cc(CN2CCCC(CO)(Cc3cccc(Cl)c3)C2)cc(OC)c1O (centres undefined)	9	13	-1	-9	-2	-8	-2	-6	-5	1.6
COc1cc(/C=C2/SC(=S)N(c3c(C)n(C)n(-c4ccccc4)c3=O)C2=O)ccc1O	-30	-2	-59	12	3	10	-15	-5	4	7.4
O=C(OCC(=O)N1CCc2ccccc21)c1ccccc1F	8	-23	-14	11	1	3	4	1	-3	-0.7
O=C(Nc1c[nH]c2c(Cl)cccc2c1=O)N1CCN(c2ccccn2)CC1	4	-11	.	-13	6	?	14	4	-4	2.1
O=C(CNC(=O)c1[nH]cnc1C(=O)N[C@@H](Cc1ccccc1)C(=O)OCc1ccccc1)OCc1ccccc1	-13	-9	-53	15	5	-4	-3	4	-3	-0.1
C(=N\NC1=NCCN1)/c1ccncc1	5	.	-2	1	2	13	-8	3	4	0.8
O=C1C(=O)N(CCCO)C(c2ccccc2)/C1=C(\O)c1ccc(Br)cc1 (centres undefined)	3	.	-6	15	3	-7	-2	0	-4	0.6
CCOc1ccc2c(c1)C(c1cccs1)=NNC(c1cccnc1)=N2	11	22	4	15	3	-2	22	1	-2	0.3

# Overlap with the part before: two entries, then new ones.
SMILES	MazEF act	SSB-PriA inh	Rv3671c protease	CCHFV vOTU inh	SARS 3CLpro inh	BoNT F protease	VHR inh abs	PrPC surface inh	Anthrax LF inh2	BoNT A protease
O=C1C(=O)N(CCCO)C(c2ccccc2)/C1=C(\O)c1ccc(Br)cc1 (centres undefined)	3	.	-6	15	3	-7	-2	0	-4	0.6
CCOc1ccc2c(c1)C(c1cccs1)=NNC(c1cccnc1)=N2	11	22	4	15	3	-2	22	1	-2	0.3
CCCC(=O)Nc1ccccc1-c1nnn(CC(=O)Nc2ccc(OC)cc2)n1	-3	-15	12	5	5	-1	-6	-1	-1	-0.1
CCCC(=O)N1CCN(c2ccc(NC(=O)C(C)(C)C)cc2Cl)CC1	2	-12	2	4	4	-9	9	1	-3	-0.8
O=C(O)c1ccccc1-c1ccc(C=c2sc3nc4cc(Br)cnc4n3c2=O)o1	.	0	.	14	.	1	.	6	-3	-0.8
COc1cccc(N2C(=O)C3CCCN3C2c2ccc(Cl)cc2)c1 (centres undefined)	4	-3	3	-3	0	-6	9	-1	2	-0.4
CCn1c(C)nnc1SCC(=O)Nc1ccccc1OC	-1	-19	-6	-8	1	-3	10	-4	-6	4.0
CCN1C[C@@H]2[C@@H]3C(=O)N(C)C(=O)[C@@H]3[C@](Cc3ccccc3)(C1=O)N2C(=O)c1ccc(Cl)cc1	-3	1	.	4	.	3	.	-2	-3	0.4
COc1ccc(-n2nnnc2-c2cn(C)nc2C(F)(F)F)cc1	-10	-7	-4	-1	-3	?	25	16	-3	1.1
Cc1noc(C)c1CSCC(=O)Nc1ccc(Br)cc1Cl	2	-8	1	7	.	-6	.	-2	0	-2.2
CC(=O)Nc1ccc(C(=O)N2CCCCC2c2cc(C(=O)NC(C)C)no2)cc1 (centres undefined)	.	.	.	1	.	4	.	11	-1	0.2
Cc1ccc(CS(=O)(=O)CCC(=O)NCCc2ccccc2)cc1	-19	-1	0	24	0	10	-20	1	1	0.0

# Other structures:
SMILES	MazEF act	SSB-PriA inh	Rv3671c protease	CCHFV vOTU inh	SARS 3CLpro inh	BoNT F protease	VHR inh abs	PrPC surface inh	Anthrax LF inh2	BoNT A protease
Cn1c2c(c(O)c(-c3ccccc3)c1=O)C(=O)CC(C)(C)C2	8	-6	6	0	-2	2	12	1	-4	0.3
CCCCN(Cc1ccco1)C(=O)c1cc2c(=O)[nH]c3ccc(C)cc3c2s1	0	-6	-10	0	3	2	-4	-3	-8	-0.8
Cc1cc(C)cc(N(CCC#N)C(=O)COC(=O)CCc2c[nH]c3ccccc23)c1	-3	16	4	10	.	-14	.	4	0	0.3
CCOC(=O)c1c(N)n[nH]c1-c1ccc(OC)cc1	4	-3	7	-2	1	-3	-14	1	0	-1.5
O=C(NC1CCC(O)CC1)c1cc(-c2ccc(Cl)cc2)nc2ccccc12 (centres undefined)	2	1	0	3	.	.	.	-2	.	.
CCc1cc(CC)c(/C=N/NC(N)=O)c(CC)c1/C=N/NC(N)=O	-2	.	7	-14	1	1	24	4	2	-0.6
CC1=C(C(=O)N(C)C)C(c2cccc(Cl)c2)NC(=O)N1 (centres undefined)	2	-24	-2	-7	-6	-7	18	-1	1	0.5
CCOc1ccc(CCN2C(=O)C(=O)N([C@@H](Cc3ccc(O)cc3)CN3CCC[C@H]3CN3C(=O)C(=O)NC[C@@H]3CC(C)C)C[C@@H]2Cc2ccccc2)cc1	.	.	.	8	.	2	.	-4	1	0.2
COc1ccc(N2C(=NC(=O)c3ccccc3)SC3CS(=O)(=O)CC32)cc1 (centres undefined)	-30	-12	5	18	4	-24	20	-10	-12	-2.5
COC(=O)C1=CN(C)C=C(C(=O)OC)C1c1ccc(Cl)cc1Cl	1	-11	8	-4	3	7	-1	2	-3	-0.2

# Later entries
SMILES	MazEF act	SSB-PriA inh	Rv3671c protease	CCHFV vOTU inh	SARS 3CLpro inh	BoNT F protease	VHR inh abs	PrPC surface inh	Anthrax LF inh2	BoNT A protease
COc1ccc(C2C(C(=O)NCCN(C)C)c3cc(OC)c(OC)cc3C(=O)N2C)cc1OC (centres undefined)	-1	0	11	-8	4	-3	17	-1	-16	-0.7
COc1ccc(N2C(=O)CSC2c2cccc(OC)c2OC)cc1 (centres undefined)	-1	-4	-1	-3	0	-14	4	2	0	-0.8
COc1cc(NC(=O)CSc2cc(C)c3cc(C)cc(C)c3n2)c(C(=O)O)cc1OC	1	8	7	-10	1	0	-3	8	-6	0.7
CCc1ccccc1NC(=O)c1cc(-c2ccco2)on1	8	-4	-1	14	2	-17	36	4	1	-0.5
c1ccc(-n2c(Sc3cnccn3)nnc2-c2cccs2)cc1	7	9	3	29	2	-6	-12	4	0	-0.2
CCOC(=O)CSc1nnc(CSc2nc3ccccc3s2)n1C	3	4	-9	-16	0	-2	12	0	2	0.2
Cc1ccc(/C=N\Nc2cn[nH]c(=O)c2Cl)cc1	8	.	1	3	-1	-5	9	-16	-1	0.8
CC(=O)NNC(=S)NCCc1ccccc1	10	-7	4	0	-3	6	9	-7	4	-0.6
O=C1CSc2ccc(C(=O)N3CCN(c4ccccn4)CC3)cc2N1	6	-18	-9	-6	-1	-7	8	-5	-2	?
CCN1CCN(c2ccc([N+](=O)[O-])cc2S(=O)(=O)N2CCOCC2)CC1	7	-6	11	16	0	3	21	-20	4	-0.2

# Going on with the list:
SMILES	MazEF act	SSB-PriA inh	Rv3671c protease	CCHFV vOTU inh	SARS 3CLpro inh	BoNT F protease	VHR inh abs	PrPC surface inh	Anthrax LF inh2	BoNT A protease
CC(/C=C/c1ccco1)=N/NC(=O)C1COc2ccccc2O1 (centres undefined)	-3	.	-11	-14	-2	?	6	3	20	-7.6
CCOc1ccc(-c2c(C(=O)N/N=C/c3ccsc3)nnn2-c2nonc2N)cc1	10	.	1	-1	-1	5	17	1	-1	0.8
O[C@H]1CN(Cc2cccs2)[C@@H](c2ccccc2)C[C@@H]1n1cc(C2CC2)nn1	-13	.	.	-4	.	2	.	-3	-6	-0.2
COC(=O)C1N[C@@H]([C@@H](NC(=O)COc2ccccc2)C(=O)NCc2ccccc2)SC1(C)C (some centres undefined)	1	5	-1	2	.	3	.	1	0	0.1
CCCN1C2CCCC1CC(NC(=S)Nc1cccc(C)c1C)C2 (centres undefined)	6	4	2	-7	-3	1	-8	2	6	-0.5
CNC(=O)c1ccc(NC(=O)Cc2ccc(S(=O)(=O)N3CCOCC3)s2)cc1	-3	-5	-5	-5	.	9	.	-4	2	0.3
O=C(NC1CCCC1)C1CCC(=O)N1CCc1ccccc1 (centres undefined)	-5	-13	6	2	-3	4	13	-3	-3	0.3
Cn1cc([N+](=O)[O-])c(C(=O)Nc2ccc(C3CCCCC3)cc2)n1	0	-7	-12	5	2	-2	18	3	0	-1.0
COC(=O)c1ccc(COc2ccc(C(=O)c3ccccc3)cc2)o1	2	-34	-4	-1	5	-4	24	-2	-3	-1.0
N#C/C(=C(/O)COC(=O)COc1cccc(Br)c1)c1nc2ccccc2[nH]1	9	-9	-9	11	1	-9	15	22	0	0.9
O=C(NNC(=O)c1cccnc1SCc1cccc([N+](=O)[O-])c1)c1ccc(F)cc1	5	-6	-1	2	-2	17	17	-10	-1	2.3
